M. tuberculosis HTS – M. tuberculosis growth inhibition, HTS (AID 449762); inhibition, % at 25 µM; hits with a dose series show IC50 in µM; 0.59% of 330,000 active; M. tuberculosis H37Rv growth inhibition, 7H9 media; higher % means a stronger effect; in the data active = a potency from the dose series; inconclusive = inhibition above about 70% without an active follow-up result;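 also: bacterial growth assessed after seven days of incubation; strong numbers were not always called active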
H1N1 NS1A inhibition – H1N1 influenza NS1A inhibitors, functional cell based assay (AID 504329) | NS1A functional cell-based assay, percent inhibition; higher % means a stronger effect | one-dose inhibition, % at 12.5 µM; IC50 in µM for titrated hits | 0.3% of 340,000 active; in the data active = a potency from the dose series; inconclusive = inhibition above about 27% without an active follow-up result; also: strong numbers were not always called active
inhibitors of VEEV – inhibitors of VEEV TC-83 cytopathic effect, confirmation, Vero cells (AID 588727) | inhibition, % at 20 µM; hits with a dose series show IC50 in µM | Vero cells, VEEV TC-83 cytopathic effect inhibition; higher % means a stronger effect | 0.13% of 350,000 active; in the data active = a potency from the dose series; inconclusive = inhibition mostly from about 14% at the one dose, without a potency; inactive = the rest, 99 in 100 with inhibition below about 12%; also: strong numbers were not always called active
tuberculosis growth – growth inhibition of non-replicating M. tuberculosis (AID 488890); Mycobacterium tuberculosis non-replicating, growth inhibition; higher % means a stronger effect; inhibition, % at 25 µM, or IC50 in µM where a hit was titrated; 0.39% of 320,000 active; in the data active = a potency from the dose series; inconclusive = inhibition mostly from about 82% at the one dose, without a potency; inactive = the rest, 99 in 100 with inhibition below about 76%;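 also: plate controls were DMSO cells for no effect and high antibiotic wells for full effect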
Salmonella PhoP GFP – PhoP regulon inhibitors, Salmonella typhi PhoP promoter GFP reporter, confirmatory (AID 1850) | Salmonella Typhi PhoP-promoter GFP reporter, fluorescence, 4 h; higher % means a stronger effect | one-dose inhibition, % at 50 µM; IC50 in µM for titrated hits | 0.33% of 310,000 active; in the data active = a potency from the dose series; inconclusive = inhibition mostly from about 25% at the one dose, without a potency; inactive = the rest, 99 in 100 with inhibition below about 19%;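 also: 0% = induced wells with vehicle and 100% = uninduced wells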
inhibitors of VEEV 10K pilot screen – also measured in inhibitors of VEEV; calls as there; inhibition, %; measured here: 10K pilot screen inhibition
An asterisk follows results filed as active; i = inactive; ? = inconclusive; · = no result given; & = joins results of further samples.

SMILES	M. tuberculosis HTS	H1N1 NS1A inhibition	inhibitors of VEEV	tuberculosis growth	Salmonella PhoP GFP	others
COC(=O)CCCCCNc1ccc(C(=O)OC)cc1N	2%	-5%	1.4%	-13%	10%
COc1cc(-c2cc(C(=O)Nc3ccc(C)c(S(=O)(=O)N4CCOCC4)c3)c3ccccc3n2)cc(OC)c1OC	1%	11%	7.7%	39%	·
CC1CCc2sc(C(=O)OCC(=O)NC(C)C)cc2C1 (centres undefined)	0%	1%	i	27%	-16%
COc1ccc(-c2c(C#Cc3ccsc3)c3cc(-c4ccc(C(N)=O)cc4)ccc3n2C)cc1	-5%	6%	7.9%	22%	·
COc1ccc(/C=N/NS(=O)(=O)c2ccccc2)cc1OC	4%	-3%	i	-12%	10%
COc1cc2c(C(=O)N3CCN(c4cccc(Cl)c4)CC3)cn(C)c(=O)c2cc1OC	-1%	-6%	5.6%	27%	-11%
Cc1ccc2c(c1)C(C)CC(C)(C)N2C(=O)CN1CCN(C)CC1 (centres undefined)	-12%	-6%	6.2%	3%	1%
CCO[C@@H]1OC(C(=O)N2CCN(Cc3ccccc3)CC2)=C[C@H](c2coc3ccccc3c2=O)[C@H]1CCCO	11%	5%	3.4%	29%	-3%
CCc1ccc(NC(=O)C2CCN(S(=O)(=O)c3ccc4c(c3)NC(=O)C(C)S4)CC2)cc1 (centres undefined)	?	7%	i	55%	3%
Cc1ccc(Nc2nc(CSc3nnc(-c4ccc(F)cc4)n3C)cs2)cc1	55%	-2%	3.6%	57%	-2%
O=C1CC(C(=O)N2CCN(c3ccccn3)CC2)CN1Cc1ccccc1Cl (centres undefined)	0%	-14%	5.2%	-3%	0%
O=C(c1ccncc1)c1nccn1-c1ccccn1	4%	-2%	0.0%	-2%	1%
N#CCCN(Cc1ccccc1)C(=O)Nc1ccc2c(c1)CCO2	2%	1%	i	-14%	3%
Cc1nnc(N/N=C/c2c[nH]c3ccccc23)[nH]c1=O	-6%	4%	4.8%	4%	-1%
COC(=O)C1=C(c2ccc3ccccc3c2)C[C@@H]2CC[C@H]1N2C(=O)N1CCCC1	11%	3%	i	-3%	·
O=C(COC(=O)/C=C/c1ccc([N+](=O)[O-])cc1)NCC1CCCO1 (centres undefined)	2%	-6%	i	55%	0%
Cc1cccc(C(=O)N=c2c(C#N)cc3c(=O)n4cccc(C)c4nc3n2Cc2ccco2)c1	-6%	10%&-12%	7.4%&7.8%	54%	5%
CC(=O)c1ccccc1C(=O)N1CCCC(C(=O)c2ccc(C(F)(F)F)cc2)C1 (centres undefined)	24%	8%	i	4%	-1%
O=C(COC(=O)Cc1n[nH]c(=O)c2ccccc12)Nc1ncc(Cl)cc1Cl	-4%	0%	i	-11%	·
N#Cc1c(N)n[nH]c1Cc1cccc2ccccc12	-4%	-8%	1.6%	-24%	7%	inhibitors of VEEV 10K pilot screen=1.1

Arranged by formula weight (smallest number first): part of the list above
SMILES	M. tuberculosis HTS	H1N1 NS1A inhibition	inhibitors of VEEV	tuberculosis growth	Salmonella PhoP GFP	others
N#Cc1c(N)n[nH]c1Cc1cccc2ccccc12	-4%	-8%	1.6%	-24%	7%	inhibitors of VEEV 10K pilot screen=1.1
O=C(c1ccncc1)c1nccn1-c1ccccn1	4%	-2%	0.0%	-2%	1%
Cc1nnc(N/N=C/c2c[nH]c3ccccc23)[nH]c1=O	-6%	4%	4.8%	4%	-1%
COC(=O)CCCCCNc1ccc(C(=O)OC)cc1N	2%	-5%	1.4%	-13%	10%
CC1CCc2sc(C(=O)OCC(=O)NC(C)C)cc2C1 (centres undefined)	0%	1%	i	27%	-16%
COc1ccc(/C=N/NS(=O)(=O)c2ccccc2)cc1OC	4%	-3%	i	-12%	10%
N#CCCN(Cc1ccccc1)C(=O)Nc1ccc2c(c1)CCO2	2%	1%	i	-14%	3%
Cc1ccc2c(c1)C(C)CC(C)(C)N2C(=O)CN1CCN(C)CC1 (centres undefined)	-12%	-6%	6.2%	3%	1%
O=C(COC(=O)/C=C/c1ccc([N+](=O)[O-])cc1)NCC1CCCO1 (centres undefined)	2%	-6%	i	55%	0%
COC(=O)C1=C(c2ccc3ccccc3c2)C[C@@H]2CC[C@H]1N2C(=O)N1CCCC1	11%	3%	i	-3%	·
O=C1CC(C(=O)N2CCN(c3ccccn3)CC2)CN1Cc1ccccc1Cl (centres undefined)	0%	-14%	5.2%	-3%	0%
CC(=O)c1ccccc1C(=O)N1CCCC(C(=O)c2ccc(C(F)(F)F)cc2)C1 (centres undefined)	24%	8%	i	4%	-1%
O=C(COC(=O)Cc1n[nH]c(=O)c2ccccc12)Nc1ncc(Cl)cc1Cl	-4%	0%	i	-11%	·
Cc1ccc(Nc2nc(CSc3nnc(-c4ccc(F)cc4)n3C)cs2)cc1	55%	-2%	3.6%	57%	-2%
COc1cc2c(C(=O)N3CCN(c4cccc(Cl)c4)CC3)cn(C)c(=O)c2cc1OC	-1%	-6%	5.6%	27%	-11%
Cc1cccc(C(=O)N=c2c(C#N)cc3c(=O)n4cccc(C)c4nc3n2Cc2ccco2)c1	-6%	10%&-12%	7.4%&7.8%	54%	5%
COc1ccc(-c2c(C#Cc3ccsc3)c3cc(-c4ccc(C(N)=O)cc4)ccc3n2C)cc1	-5%	6%	7.9%	22%	·
CCc1ccc(NC(=O)C2CCN(S(=O)(=O)c3ccc4c(c3)NC(=O)C(C)S4)CC2)cc1 (centres undefined)	?	7%	i	55%	3%
CCO[C@@H]1OC(C(=O)N2CCN(Cc3ccccc3)CC2)=C[C@H](c2coc3ccccc3c2=O)[C@H]1CCCO	11%	5%	3.4%	29%	-3%
COc1cc(-c2cc(C(=O)Nc3ccc(C)c(S(=O)(=O)N4CCOCC4)c3)c3ccccc3n2)cc(OC)c1OC	1%	11%	7.7%	39%	·

Carrying on:
SMILES	M. tuberculosis HTS	H1N1 NS1A inhibition	inhibitors of VEEV	tuberculosis growth	Salmonella PhoP GFP	others
O=P(Nc1cccnc1)(Oc1ccccc1Cl)Oc1ccccc1Cl	0%	-4%	2.5%	13%	11%
COc1cc(C(=O)NCCC(=O)NCCN2CCOCC2)cc(OC)c1OC	-11%	5%	i	-8%	-8%
O=C1C2C3C=CC(C3)C2C(=O)N1c1ccncc1 (centres undefined)	0%	-9%	0.3%	22%	-24%	inhibitors of VEEV 10K pilot screen=1.1
C[C@]12CCC3C(CC[C@H]4C[C@H](O)CC[C@]34C)C1[C@@H](O)C[C@@H]2O (some centres undefined)	0%	-6%	i	-1%	·
Cc1cccc(NC(=O)CC23CC4CC(C2)CC(n2nnc(C)n2)(C4)C3)c1	3%	-2%	0.8%	7%	-8%	inhibitors of VEEV 10K pilot screen=0.8
COc1ccc(-c2c(-c3ccc(C#N)cc3)oc(=O)c3cc(OC)c(OC)cc23)cc1	8%	3%	5.2%	59%	·
Cc1cc(C)nc(NS(=O)(=O)c2ccc(NC(=O)CN3C(=O)c4ccccc4C3=O)cc2)n1	-17%	·	·	-5%	-11%
CCOc1cccc(OCCCNCCCOC)c1	-1%	-7%	9.2%	1%	5%
CCOC(=O)c1cnc2c(CC)cccc2c1NCCN1CCOCC1	0%	-2%	0.8%	-12%	8%
Cc1ccc(C(C(=O)NC2CCCCC2)N(C(=O)c2csnn2)C2CCCC2)o1 (centres undefined)	-2%	-1%	1.0%	7%	-3%
CC1CCN(C(=O)c2ccc3ccccc3c2)CC1	-9%	21%	0.8%	78%	-12%
COc1cc(NC(=O)Cc2cccs2)c(C(=O)O)cc1OC	6%	·	i	7%	10%
CN1CCN(CC(O)COc2ccc(S(=O)(=O)N3CCOCC3)cc2)CC1 (centres undefined)	4%	-7%	0.7%	-19%	·
Cc1cc(Oc2ccccc2)nc(SCC(=O)Nc2ccc(Cl)cc2Cl)n1	1%	19%	i	2%	-8%
COC(=O)c1ccccc1NC(=O)c1onc(C)c1Cl	·	-3%	0.9%	·	·
CC(=O)Nc1cccc(NC(=O)C2CCCN2C(=O)Nc2cccc(F)c2)c1 (centres undefined)	-8%	0%	1.2%	-6%	-9%
CC(=O)Nc1ccccc1C(=O)C(=O)Nc1ccccc1	-16%	-2%	1.5%	18%	9%
COc1cc([C@@H]2c3cc4c(cc3[C@@H](OC)[C@H]3COC(=O)[C@H]23)OCO4)cc(OC)c1O	-15%	3%	0.1%	-11%	-8%

Screening data: PubChem BioAssay, Southern Research Specialized Biocontainment Screening Center

Random draw from the library; any-hit rate near 1.5%.
